GAA glycogen: alters human alpha-glucosidase cleavage of glycogen; recombinant GAA, glycogen substrate, Amplex Red glucose oxidase fluorescence; 300,000 tested, 0.38% active; P10253; Potency, µM (series often up to 76.4 µM), without a hit: at the highest dose activity change, negative = inhibition, hits mostly inhibitors; active means well fitted inhibition curve with a large enough effect; inconclusive means small, poorly fitted or top-dose-only effect, or another doubt; inactive means no such curve, though single readings can be large or run the other way;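 further: 0% = full enzyme reaction and -100% = no-enzyme basal signal; the screen sought inhibitors and activators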
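Natural-substrate format: glycogen cleavage by 4 nM human enzyme, glucose read by Amplex Red coupling (Ex 573, Em 610 nm). Normalized to enzyme and no-enzyme controls.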
The depositor's hits bear a star; ? = inconclusive; [ ] = another dose, or the depositor's remark. Potency means the concentration at half of the fitted maximal effect.

No.	SMILES	GAA glycogen
1	Cc1cc(NC(=O)Nc2cc(F)ccc2C)n(C)n1	-7%
2	CC1=CCC2C(=O)N(c3cccc(C(=O)Nc4ccc(Cl)cc4)c3)C(=O)C2C1 (centres undefined)	-17%[76.3 µM]
3	CC(C)NC(=O)C(=O)NCC(c1ccc2c(c1)OCO2)N1CCOCC1 (centres undefined)	-2%[76.3 µM]
4	CCCOc1ccc(NC(=O)c2cc3cc(C)ccc3[nH]2)cc1	1%[76.3 µM]
5	O=C(c1c[nH]c(C(=O)C(Cl)(Cl)Cl)c1)c1ccccc1F	2%
6	CC(=O)COc1coc(CN2CCN(c3ccc(F)cc3)CC2)cc1=O	3%[76.3 µM]
7	COc1ccc(C2CCCCCN2Cc2nc3ccccc3c(=O)n2CC(N)=O)cc1 (centres undefined)	-2%[76.3 µM]
8	Cc1ccc(CC(=O)Nc2ccc(Cl)cn2)cc1	-4%[76.3 µM]
9	Fc1ccc2c(c1)C1OCCCC1C(c1ccccc1)N2 (centres undefined)	-26%[76.3 µM]
10	CC(=O)c1cccc(OCC(O)CN2CCN(S(=O)(=O)c3c(F)cccc3F)CC2)c1 (centres undefined)	6%
11	O=C(CSc1nnnn1-c1cccnc1)Nc1ccc(F)cc1F	-13%[76.3 µM]
12	COc1cc(/C=C/C(=O)OCC(=O)NCc2ccco2)ccc1OC(F)F	-8%[76.3 µM]
13	O=C(CN1CCN(S(=O)(=O)N2CCCCC2)CC1)Nc1cc(Cl)cc(Cl)c1	-10%
14	CC(C)(C)NC(=O)CN(C(=O)CCC(=O)Nc1nccs1)c1ccc(F)cc1	15%[76.3 µM]
15	O=C(OCC(=O)N1CCOCC1)c1ccc(Br)cc1	7%
16	O=C(CN1C(=O)COc2ccccc21)NCCN1CCOCC1	1%
17	CC1CCCCN1C(=O)C1CCCN(S(=O)(=O)c2cccc3nsnc23)C1 (centres undefined)	-3%[76.3 µM]
18	CCC(=O)NCCc1nc2cc(NC(=O)c3cccc([N+](=O)[O-])c3)ccc2n1C	0%
19	C=CCn1c(SCC(C)=O)nc2scc(-c3ccco3)c2c1=O	-6%
20	O=[N+]([O-])c1c(NCCO)cc(N2CCCCCC2)c2nonc12	-1%[76.3 µM]
21	N#Cc1c(C(F)(F)F)cc(=O)n2c1[nH]c1ccccc12	-4%[76.3 µM]
22	Cc1ccccc1-c1cn(-c2ccccc2)c(=S)[nH]1	?
23	COc1cc(/C=C2\C(=O)ON=C2c2ccccc2)cc(Br)c1O	1%
24	CCN(CC)C(=S)SCc1csc(CC(=O)Nc2ccccc2C)n1	-13%
25	Cc1nn(C)c(C(=O)Nc2cccc(Nc3ccccc3)c2)c1[N+](=O)[O-]	1%[76.3 µM]

Following part.
No.	SMILES	GAA glycogen
26	C#CCOC(=O)CN1C(=O)c2cccc3cccc(c23)C1=O	-1%[76.3 µM]
27	CN(C)CCOC(=O)c1ccc(COc2ccccc2Br)o1	-1%
28	COc1ccccc1-c1nc(SCC(=O)Nc2ccccc2F)n[nH]1	-2%[76.3 µM]
29	O=C(CCN1CCCC1=O)NC1CCCc2c1cnn2-c1ccc(F)cc1F (centres undefined)	-2%[76.3 µM]
30	CCCCSCCCNC(=O)C1CCC(CNS(=O)(=O)c2ccc(NC(C)=O)cc2)CC1 (centres undefined)	-6%
31	COCc1cc(C)nc(SCC(=O)Nc2ccc3c(c2)n(C)c(=O)n3C)c1C#N	2%[76.3 µM]
32	Cc1ccc(NC(=O)C2CCN(S(=O)(=O)c3ccc4c(c3)CC(C)N4C(=O)C3CCC3)CC2)nc1 (centres undefined)	1%[76.3 µM]
33	CC1CCCCN1C(=O)CN1C(=O)CSc2ccc(S(=O)(=O)N3CCOCC3)cc21 (centres undefined)	0%[76.3 µM]
34	COc1ccc(C(=O)NC2CCN(S(=O)(=O)c3ccc(F)cc3)CC2)cc1	2%[76.3 µM]
35	O=[N+]([O-])c1cnccc1NC1CCCCC1	0%
36	COc1cc2nc(NC(=O)c3ccc(F)cc3Cl)sc(=O)c2cc1OC	-3%
37	COc1ccc(CNC(=O)CNC(=O)c2ccc(Br)o2)cc1OC	-20%[76.3 µM]
38	Cc1ccc(C)c(S(=O)(=O)NC(C)CCc2ccccc2)c1 (centres undefined)	1%
39	Cc1cccc(OC(C)C(=O)Nc2nccs2)c1 (centres undefined)	-1%[76.3 µM]
40	O=C(Nc1ccc(NS(=O)(=O)c2ccc([N+](=O)[O-])cc2)cc1)c1ccco1	-5%[76.3 µM]
41	C/C(Cl)=C\Cn1c(N2CCCC2)nc2c1c(=O)n(C)c(=O)n2C	1%
42	CCC(C)Nc1cc(C)c(C#N)c2nc3ccccc3n12 (centres undefined)	4%
43	Cn1c(=O)cc(N)n(-c2ccccc2)c1=O	4%
44	COc1ccccc1C(=O)Nc1ccc2c(c1)CCCN2C(=O)c1ccccc1	10%[76.3 µM]
45	O=C(O)c1ccc(NC(=O)c2ccco2)c(NC(=O)c2ccco2)c1	-9%
46	O=C1COc2ccc(S(=O)(=O)NCCc3ccccc3)cc2N1	-7%
47	Cc1nc2nc(-c3ccc(F)cc3)cn2nc1C	2%
48	O=C1OC(c2ccc(F)cc2)=N/C1=C\C=C/c1ccccc1	-6%
49	CCC(=O)N1c2ccc(S(=O)(=O)N3CCN(c4ccc([N+](=O)[O-])cc4)CC3)cc2CC1C (centres undefined)	-2%[76.3 µM]
50	CCOC(=O)c1cnc2c(ccc3ccccc32)c1Cl	-4%[76.3 µM]

Screen by screen, as entered above:
Compounds 15 to 23 in GAA glycogen read 7%, 1%, -3%[76.3 µM], 0%, -6%, -1%[76.3 µM], -4%[76.3 µM], ?, 1%

Next part:
No.	SMILES	GAA glycogen
51	O=C(CN1CCC(O)(c2cccc(C(F)(F)F)c2)CC1)NCCc1ccccc1	11%[76.3 µM]
52	COc1ccc(OC2CCN(S(=O)(=O)c3ccccc3)CC2)cc1	-3%
53	O=C(NCC1CC1)Nc1ccc(Cl)cc1	2%
54	COc1ccccc1OC(C)C(=O)Nc1ccc2c(c1)n(C)c(=O)n2C (centres undefined)	-11%[76.3 µM]
55	Cc1ccc(O)c(NC(=O)c2onc(C)c2Cl)c1	?
56	Cc1c(Cl)cccc1NC(=O)CSc1nc2ncc(Cl)cc2[nH]1	-4%[76.3 µM]
57	Cc1nn(CC(=O)N2CCN(c3ccccc3)CC2)c(=O)c2ccccc12	-15%[76.3 µM]
58	CCCC(=O)N1CCN(c2nc3ccc(Br)cc3s2)CC1	-5%[76.3 µM]
59	CC(=O)Nc1cc(-c2nc3ccccc3o2)ccc1Cl	0%[76.3 µM]
60	Fc1ccc(-c2n[nH]c(=S)n2Cc2ccccc2)cc1	-23%
61	O=c1c2c([nH]c3ccccc13)CCC2	1%[76.3 µM]
62	O=C(CCN1C(=O)[C@@H]2Cc3ccccc3CN2C1=O)NCCc1ccccc1	-2%[76.3 µM]
63	N#Cc1cccc(CS(=O)(=O)c2ccc(Cl)cc2)c1	-1%
64	CCc1ccccc1NC(=O)CCS(=O)(=O)c1ccc(C)cc1	-3%
65	COC1c2ccccc2C(=O)N1CCc1ccc(Cl)cc1 (centres undefined)	1%[76.3 µM]
66	COc1ccc(Cl)cc1NC(=O)c1cc(S(=O)(=O)N2CCCC2)cn1C	-8%[76.3 µM]
67	N#CCCN(C(=O)COC(=O)c1cccc(S(=O)(=O)N2CCCC2)c1)c1ccc(F)cc1	-2%[76.3 µM]
68	COC(=O)c1cc(N2C(=O)C3C4C=CC(CC4)C3C2=O)ccc1Cl (centres undefined)	-13%
69	Nc1c(-c2ccc(Cl)cc2)cnc2c(-c3ccccc3)cnn12	5%
70	Cc1ccccc1C(=O)NC(=S)Nc1ccc(N2CCN(C(=O)c3ccccc3)CC2)cc1	-2%[76.3 µM]
71	COCc1ccc(CN2CCCC(C(=O)Nc3ccc(-c4cccc(OC)c4)cc3)C2)o1 (centres undefined)	-3%[76.3 µM]
72	CCOc1ccc(NC(=O)CN(C)C(=O)CC2CC3CCC2C3)cc1OCC (centres undefined)	0%[76.3 µM]
73	Cc1ccc2nc(NCCNC(=O)c3ccccc3)c(C#N)cc2c1	9%[76.3 µM]
74	COC(=O)c1ccccc1NC(=O)CSc1n[nH]c(-c2ccncc2)n1	6%[76.3 µM]
75	Cc1cccc(NC(=O)CCCN2C(=O)C3CC=CCC3C2=O)c1 (centres undefined)	-3%[76.3 µM]

Next part:
No.	SMILES	GAA glycogen
76	Cc1nc2ccc(NC(=O)c3ccc([N+](=O)[O-])cc3)cc2[nH]1	-8%[76.3 µM]
77	CCCCc1nc(C(N)=O)c2[nH]c(=O)n(-c3ccc(OC)c(OC)c3)c2n1	4%[76.3 µM]
78	COC(=O)Cn1c2nc3ccccc3nc2c2cccc(C)c21	-1%
79	NC(=O)Cn1c(=O)n(Cc2ccccc2)c(=O)c2cccnc21	0%
80	CC(=O)c1ccc(C(=O)N2CCCC(CNC(=O)c3ccccc3Cl)C2)cc1 (centres undefined)	2%[76.3 µM]
81	COc1cc2c(cc1OC)CN(C(=O)CCOc1ccccc1C)CC2	13%[76.3 µM]
82	O=C(CSc1ccc(C(F)(F)F)cc1[N+](=O)[O-])N1CCOCC1	14%[76.3 µM]
83	COc1ccc(C(=O)NCCCSc2ccccc2)cc1F	-2%
84	COc1ccc(N2CC(C(=O)Nc3nc4ccc(OC)cc4s3)CC2=O)cc1 (centres undefined)	-4%
85	O=[N+]([O-])c1cc(CN2CCCCCC2)ccc1O	6%[76.3 µM]
86	O=C(NNC(=S)NC(=O)c1ccccc1Cl)c1cccc([N+](=O)[O-])c1	0%
87	CN1CCCC(OC(=O)c2cccc(Br)c2)C1 (centres undefined)	21%[76.3 µM]
88	CN(C)c1ccc(C(C(=O)NC2CCCCC2)N(Cc2ccco2)C(=O)c2snc(C(N)=O)c2N)cc1 (centres undefined)	-27%[76.3 µM]
89	Cc1ccc(S(=O)(=O)NCCCNS(=O)(=O)c2ccccc2)cc1	18%[76.3 µM]
90	CN(CC(=O)Nc1ccccc1Br)C(=O)CNC(=O)c1ccc(Oc2ccccc2)cc1	2%[76.3 µM]
91	COc1ccc(CCN(C)CC(O)COC(c2ccc(F)cc2)c2ccc(F)cc2)cc1OC (centres undefined)	1%
92	CC1CCCN(C(=O)CCCC(=O)N2CCCC(C)C2)C1 (centres undefined)	2%[76.3 µM]
93	O=S(=O)(Nc1ccncc1)c1ccc(Cl)c(Cl)c1	19%[76.3 µM]
94	CC1CCN(C(=O)C2CCN(C(=O)c3ccc(C(C)(C)C)cc3)CC2)CC1	-2%
95	Cc1ccc(OCC(=O)Nc2ccc3c(c2)nc(CCN2CCC(C)CC2)n3C)cc1	-3%[76.3 µM]
96	CCN1CCN(c2nc3c(C)cccn3c(=O)c2/C=C(\C#N)C(=O)NCCCOC)CC1	6%
97	Clc1ccc(Cl)c(-c2nc(-c3ccncc3)no2)c1	-10%[76.3 µM]
98	CN1C(=O)Nc2cccc3cccc1c23	3%
99	O=C(COc1ccc(S(=O)(=O)N2CCOCC2)cc1)N1CCN(c2ccccc2)CC1	-11%[76.3 µM]
100	CCc1nn(CC(=O)NC(C)CCc2ccccc2)c(=O)c2cc3occc3n12 (centres undefined)	5%[76.3 µM]

Quoted from above, compounds 94–98
No.	SMILES	GAA glycogen
94	CC1CCN(C(=O)C2CCN(C(=O)c3ccc(C(C)(C)C)cc3)CC2)CC1	-2%
95	Cc1ccc(OCC(=O)Nc2ccc3c(c2)nc(CCN2CCC(C)CC2)n3C)cc1	-3%[76.3 µM]
96	CCN1CCN(c2nc3c(C)cccn3c(=O)c2/C=C(\C#N)C(=O)NCCCOC)CC1	6%
97	Clc1ccc(Cl)c(-c2nc(-c3ccncc3)no2)c1	-10%[76.3 µM]
98	CN1C(=O)Nc2cccc3cccc1c23	3%

Going on with the list.
No.	SMILES	GAA glycogen
101	O=C(Nc1ccncc1)Nc1ccccc1Cl	-4%[76.3 µM]
102	COCCN1C(=O)c2ccc(C(=O)Nc3cccnc3)cc2C1=O	-6%[76.3 µM]
103	COc1ccc(OCCn2cc(C=O)c3ccccc32)cc1	-2%[76.3 µM]
104	O=C(CN1CCN(c2ccccn2)CC1)Nc1cccc(Cl)c1Cl	-1%
105	NNC(=O)Cn1c(-c2ccccn2)nc2ccccc21	-5%
106	Cc1ccc2cc(CCNC(=O)c3ccc(S(=O)(=O)N4CCOCC4)cc3)c(=O)[nH]c2c1	-2%[76.3 µM]
107	CC(C)(C)NC(=S)N1CCC(C(=O)c2ccc(Cl)cc2)CC1	-12%[76.3 µM]
108	COc1ccc(C(=O)NCCNC(=O)c2ccccn2)cc1	2%
109	O=C(Cc1ccc(Cl)cc1)N1CCN(c2ccc(F)cc2)CC1	0%
110	CCc1cc(=O)oc2cc(C)cc(OCC(=O)NCCCn3ccnc3)c12	0%[76.3 µM]
111	Cc1ccc(CN2CCC(n3nccc3NC(=O)CCOc3ccccc3)CC2)o1	4%[76.3 µM]
112	O=C(NCCc1cccc(F)c1)C1CCC(=O)N(C2CCCCCC2)C1 (centres undefined)	1%[76.3 µM]
113	CC(=O)Oc1ccc(C(=O)Nc2cccc(NC(=O)c3ccco3)c2)cc1	2%
114	CCCN1Cc2cccc(C(=O)NCCc3ccccc3)c2C1=O	-14%
115	CCCc1nc2ccccc2c(=O)n1CC(=O)c1ccc(OC)cc1	6%
116	COc1ccc(C(=O)Nc2cc(C)c(NC(=O)c3ccccc3OC)cn2)cc1	8%[76.3 µM]
117	COc1ccccc1-c1nc2cc(Cl)ccc2c(=O)n1O	-4%
118	C=CCN(c1ccc(C(=O)NCCN2CCOCC2)cc1)S(C)(=O)=O	2%[76.3 µM]
119	C#CC(C)(C)NC(=O)c1cnc(-c2ccccc2)nc1-c1ccccc1	-1%
120	Cc1ccc(C(=O)CSc2ccccc2C(=O)O)cc1	-1%[76.3 µM]
121	O=C(O)c1ccc(CNC(=O)C2CCCN2C(=O)OCc2ccccc2)cc1 (centres undefined)	4%
122	CC(C)(C)NC(=O)c1cccc2c1-c1ccccc1C2=O	5%
123	Cc1ccc(OCCNC(=O)c2ccccc2F)cc1	5%

These rows are one share of the data; the hit share may differ from the screen's.
